Source: PubChem BioAssay
Cardiac RTF inh = cardiac RTF calcium desensitization | IANBD-labeled cardiac RTF, Ca2+ fluorescence | inhibition, % at 7.15 µM | 340,000 compounds, 0.12% hits;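 active = inhibition above the mean inhibition of all tested compounds plus 3 SD, cut at about 17% in these data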;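 note: assay run at fixed EC70 calcium of 1.6 mM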
C-LANA FP = blocks KSHV LANA C-terminal domain binding to DNA. MBP-C-LANA/FAM-LBS DNA binding, fluorescence polarization. inhibition, % at 9 µM. 340,000 compounds, 0.078% hits;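 active = highest replicate inhibition at or above 60% at 9 µM, even if other replicates fall short; inactive = all replicates below 60% inhibition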;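 note: 0% = neutral control wells and 100% = 4 µM acridine orange control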
Rtt109 HAT inh = inhibitors of Candida albicans Rtt109/Vps75 histone acetyltransferase | Q5AAJ8 | purified Rtt109/Vps75, ThioGlo CoA-SH fluorescence, 4 h | inhibition, % at 34.9 µM | 330,000 compounds, 0.16% hits;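 active = inhibition of at least 50% in every replicate; inconclusive = best replicate reaches 50% inhibition but some replicates fall short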
CAL PDZ FP-1 = inhibitors of human CAL PDZ peptide binding; Q9HD26; AID 602252; 300,000 compounds, 0.92% hits; purified CAL PDZ, TMR-peptide fluorescence polarization, 1 h; inhibition, % at 24.9 µM;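 active = mean inhibition of at least 30% with at least half of replicates also reaching 30%; inconclusive = no clear call, values can overlap the other calls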;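 note: 0% = DMSO neutral control and 100% = excess unlabeled competitor peptide PRC23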
CAL PDZ FP-2 = inhibitors of human CAL PDZ peptide binding; Q9HD26; purified CAL PDZ, TMR-peptide fluorescence polarization, 1 h; inhibition, % at 20 µM; 330,000 compounds, 0.02% hits; AID 504414;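 active = highest replicate inhibition of at least 40%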;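 note: plate controls were DMSO neutral control wells for no effect and unlabeled competitor peptide control wells for full effect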
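Control set: unlabelled peptide and DMSO controls / Material: purified CerCALP PDZ construct / Timing: 1 h incubation at room temperature before polarization reading / Doses: 20 µM, one dose / Detection: fluorescence polarization (mP)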
PKA-R2B act = activates the human PKA-R2B holoenzyme complex; P22694+P31323; PKA-R2B holoenzyme dissociation, Cy5-IP20 fluorescence polarization; R2B truncated from residue 108, S112A mutant; 0% DMSO only, 100% 113 µM cGMP; activation, % at 11.4 µM; 340,000 compounds, 0.079% hits; AID 504700;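 active = activation above a cutoff set at the mean over all compounds plus 3 SD, cut at about 18% in these data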;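 note: higher means more holoenzyme dissociation and a rise in polarization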
Target sequence (P31323 whole entry, looked up, other chains not shown, the tested form may be a part): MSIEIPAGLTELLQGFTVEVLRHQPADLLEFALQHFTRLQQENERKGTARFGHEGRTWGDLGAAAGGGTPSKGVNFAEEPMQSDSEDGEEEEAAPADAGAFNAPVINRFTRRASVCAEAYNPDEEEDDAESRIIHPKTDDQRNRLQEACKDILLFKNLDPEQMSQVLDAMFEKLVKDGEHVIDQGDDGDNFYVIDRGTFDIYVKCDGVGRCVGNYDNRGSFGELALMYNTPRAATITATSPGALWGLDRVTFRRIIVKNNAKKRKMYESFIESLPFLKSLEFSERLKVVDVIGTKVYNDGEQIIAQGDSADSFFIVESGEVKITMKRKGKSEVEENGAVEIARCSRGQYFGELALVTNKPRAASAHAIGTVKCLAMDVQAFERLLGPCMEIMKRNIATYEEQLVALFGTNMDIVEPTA
cardiac RTF act = cardiac RTF calcium sensitization; 340,000 compounds, 0.24% hits; AID 493008; activation, % at 7.2 µM; IANBD-labeled TnC RTF fluorescence at EC20 calcium; 0% EC20 calcium, 100% full calcium; P19429+P45379;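 active = activation above the mean over all tested compounds plus 3 SD, cut at about 30% in these data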;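 note: rise in fluorescence read as greater calcium sensitivity of cardiac thin filaments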
SR-BI DiI-HDL act = enhances SR-BI lipid uptake from DiI-HDL. activation, % at 12.5 µM. AID 504775. 320,000 compounds, 0.096% hits. CHO ldlA[mSR-BI] cells, DiI-HDL uptake fluorescence, 3 h; 100 = double the neutral-control signal;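 active = mean replicate activation of at least 60% and every replicate at or above 60%; inconclusive = mean or all-replicate condition met, but not both; inactive = mean below 60% and not all replicates reaching 60%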;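 note: 0% = median plate neutral-control signal and 100% = twice that signal; values of inactives mirror those of a sister screen read the other way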
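Material: SR-BI-overexpressing, LDLR-lacking CHO cells; schedule: compound exposure 3 h, 37 °C; reagent: DiI-labelled HDL at 10 µg/mL final; technique: bottom-read fluorescence, 550/595 nm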
DAGLB inhibitor = blocks human DAGLB lipase activity | 340,000 compounds, 0.059% hits | inhibition, % at 5.17 µM | Q8NCG7 | HEK293T DAGLB membrane lysate, EnzChek fluorogenic substrate; in the data active = inhibition above about 34%;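 note: 0% = enzyme with vehicle and 100% = wells lacking enzyme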
Keap1-Nrf2 PPI = inhibitors of human Keap1-Nrf2 protein-protein interaction; 340,000 compounds, 0.15% hits; Q14145; AID 504523; inhibition, % at 9.4 µM; Keap1 Kelch-Nrf2 peptide fluorescence polarization, 1536-well; in the data active = inhibition above about 12%; inconclusive = no clear call, values can overlap the other calls; inactive = below about 7.3%;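 note: human Keap1 Kelch domain with fluorescein labeled Nrf2 9mer peptide probe; 0% = neutral control wells and 100% = peptide positive control; higher means more block of Keap1 binding to Nrf2 peptide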
Target sequence (Q14145 whole entry, looked up, the tested form may be a part): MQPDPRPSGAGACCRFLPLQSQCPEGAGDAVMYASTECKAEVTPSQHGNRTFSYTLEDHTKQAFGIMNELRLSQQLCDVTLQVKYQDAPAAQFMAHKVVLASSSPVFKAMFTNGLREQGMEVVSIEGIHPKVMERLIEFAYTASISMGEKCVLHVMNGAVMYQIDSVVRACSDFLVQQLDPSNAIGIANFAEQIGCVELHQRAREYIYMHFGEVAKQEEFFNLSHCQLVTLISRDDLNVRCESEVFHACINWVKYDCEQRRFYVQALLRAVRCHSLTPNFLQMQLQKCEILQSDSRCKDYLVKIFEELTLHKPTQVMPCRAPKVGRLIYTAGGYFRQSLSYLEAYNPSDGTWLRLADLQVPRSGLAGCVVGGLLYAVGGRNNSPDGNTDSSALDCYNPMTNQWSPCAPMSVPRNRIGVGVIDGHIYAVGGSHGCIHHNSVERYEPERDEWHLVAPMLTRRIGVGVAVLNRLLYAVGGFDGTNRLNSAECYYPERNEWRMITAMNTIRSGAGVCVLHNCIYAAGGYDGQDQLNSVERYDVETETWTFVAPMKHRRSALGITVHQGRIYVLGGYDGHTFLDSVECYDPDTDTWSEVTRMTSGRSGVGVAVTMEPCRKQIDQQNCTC
* hit, by the source's call; u = inconclusive; x = not tested or not shown.

SMILES | Cardiac RTF inh | C-LANA FP | Rtt109 HAT inh | CAL PDZ FP-1 | CAL PDZ FP-2 | PKA-R2B act | cardiac RTF act | SR-BI DiI-HDL act | DAGLB inhibitor | Keap1-Nrf2 PPI
O=C(NCCC1=CCCCC1)c1cc(COc2ccc(F)cc2Cl)on1 | -6 | 0.1 | 3 | -4 | -1.6 | -3 | 1 | -5 | -11 | -8
NC(=O)NC(=O)CSc1nc2sc(-c3ccccc3)cc2c(=O)n1-c1ccccc1 | -7 | 2.0 | -2 | -2 | -2.5 | 5 | -4 | -1 | 2 | 2
Cc1ccc(NC(=O)c2ccc(S(=O)(=O)NCC3CCCO3)cc2)cc1C (stereo not given) | 1 | 2.0 | -2 | -4 | -0.4 | -6 | -6 | -52 | 0 | -4
O=C(N/C(=C/c1cccc([N+](=O)[O-])c1)C(=O)N1CCCC1)c1ccccc1 | -7 | -0.4 | -6 | -6 | -4.4 | 9 | 10 | -9 | -3 | -7
Cc1nc(C)n(C(C)CNS(=O)(=O)c2ccc(C)c(C)c2)n1 (stereo not given) | -6 | -0.2 | -5 | -3 | -0.2 | 12 | 2 | 0 | 1 | -1
CC1CCCCN1C(=O)c1ccc(C(=O)N2CCCCC2C)cc1 (stereo not given) | -7 | -0.2 | 0 | x | -1.6 | 6 | 10 | -4 | 0 | -7
COc1ccc(-c2cc(C(=O)Nc3cccnc3Cl)no2)cc1 | -17 | 2.3 | -7 | x | -1.3 | 6 | -5 | x | 0 | -1
CN(CC(=O)N1CCN(c2ccccn2)CC1)S(=O)(=O)c1ccc(Br)cc1 | -5 | -1.8 | 6 | -1 | x | 3 | 1 | -13 | 0 | 1
CCN(CC(=O)N1CCc2ccccc2C1)S(=O)(=O)c1ccc2ccccc2c1 | -9 | 0.5 | 8 | -2 | -0.7 | 6 | -6 | 12 | -8 | 5
N#CCC(=O)N/N=C/c1cn(Cc2ccc3ccccc3c2)c2ccccc12 | 4 | -2.5 | -12 | 2 | 0.6 | 2 | -3 | 9 | 3 | 1
O=C(COC(=O)/C=C/c1ccccc1Cl)NCc1ccco1 | 8 | 0.6 | -6 | -7 | -2.0 | 2 | -1 | -5 | -7 | -1
O=C(COc1ccc(Cl)cc1Br)Nc1ccccc1N1CCCC1 | 1 | -0.2 | -5 | x | -0.7 | -1 | -16 | -48 | -16 | -4
Cc1cc(OCC(=O)N2CCN(c3ccccn3)CC2)c(C)cc1Br | 5 | -0.5 | -10 | -1 | -0.3 | -2 | -3 | x | -5 | 2
CCN(CC)CCNC(=O)/C(=C\c1cccn1C)NC(=O)c1cccs1 | -10 | 0.1 | 2 | -2 | -0.7 | -5 | 9 | 24 | 1 | 0
COc1ncccc1-c1nnn(-c2ccc(C)cc2)n1 | -15 | -0.5 | -4 | -2 | -1.1 | -3 | 5 | 8 | -11 | 1
CCOc1ccc(N2CC(C(=O)Nc3nnc(CC)s3)CC2=O)cc1 (stereo not given) | -18 | -1.8 | 6 | -3 | -3.0 | -1 | 0 | -3 | 0 | -1
CCc1ccccc1NC(=O)CSc1nnc(CNC(=O)c2ccco2)n1C | -10 | 0.1 | 12 | -2 | -1.4 | -1 | -7 | x | 2 | -1
O=C(Nc1ccccc1-c1nnn(CC(=O)N2CCc3ccccc3C2)n1)C1CCC1 | -7 | -0.7 | -5 | -4 | -1.6 | -13 | 1 | -55 | -4 | -5
CCOC(=O)c1oc2c(CN3CCN(CCO)CC3)c(O)c(CC)cc2c(=O)c1-c1nc2ccccc2s1 | 5 | 0.6 | -22 | 6 | -0.4 | -10 | 1 | -12 | -1 | 0
COc1cc(CN2CCN(c3ccccc3F)CC2)c([N+](=O)[O-])cc1OC | -10 | -1.0 | 2 | -1 | -2.3 | 5 | 2 | 1 | -5 | -3
O=C(CSc1nc(C2CC2)nc2sc3c(c12)CCCC3)NCc1ccco1 | -7 | 0.0 | 3 | -5 | -1.6 | 2 | -2 | 6 | -2 | 1
CCOC(=O)C1CCCN(c2c(NCCCN3CCCC(C)C3)c(=O)c2=O)C1 (stereo not given) | -11 | -2.6 | 4 | x | -1.1 | -3 | 1 | 4 | -3 | u
Cc1[nH]nc2c1C(c1cccs1)C1=C(CCCC1=O)N2 (stereo not given) | -4 | -0.9 | -12 | 0 | -1.6 | -2 | 2 | 17 | 1 | -2
Cc1cnc(C(=O)OCc2nc3ccsc3c(=O)[nH]2)cn1 | -6 | 5.2 | 11 | -5 | -0.2 | -12 | 2 | 22 | -6 | -4
Cc1ccc(NC2=NCC(=O)N2C2CCCC2)cc1 | 5 | -0.8 | 4 | -2 | -2.3 | -1 | -2 | 4 | -3 | -1
Cc1ccc2oc(=O)c3cnn(CC(=O)NCCN(C)C)c3c2c1 | 1 | -0.5 | 6 | 2 | 1.1 | -13 | -6 | 25 | 0 | -2
O=C(Oc1ccc2c(c1)C(=O)c1ccccc1CO2)c1ccccc1 | -1 | 0.9 | -3 | 4 | -0.8 | -19 | -3 | 13 | -24 | -5
COc1ccc(-c2nc3c(c(=O)c4ccccc4n3C)c(=O)n2Cc2ccccc2)cc1 | -2 | 0.7 | 1 | 3 | -2.3 | -6 | 3 | -32 | -1 | 3
O=C(CCCn1c(=S)[nH]c2ccc(Br)cc2c1=O)N1CCN(c2ccccn2)CC1 | 0 | 0.2 | 10 | x | -0.3 | 0 | -1 | -19 | 1 | u
CN(Cc1c(F)cccc1Cl)C(=O)c1ccc2ccccc2n1 | -20 | -2.3 | -3 | -4 | -2.9 | 10 | -2 | x | -1 | -1
O=C(Nc1nc(-c2ccc(-c3ccccc3)cc2)cs1)c1cc([N+](=O)[O-])ccc1N1CCOCC1 | 5 | 0.8 | -1 | x | -0.8 | -12 | -2 | -67 | -3 | 3
Cc1nnsc1C(=O)Nc1ccccc1Cl | 2 | -1.4 | -9 | 4 | -0.1 | 0 | 1 | 26 | 1 | -2
O=C(CSc1nnc(COc2ccccc2)n1Cc1ccco1)NCc1ccco1 | -1 | -0.5 | x | -2 | -2.4 | -15 | 8 | -6 | 3 | -4
CCOc1ccc(Nc2nc(Cc3nnc(SCC(=O)c4ccc(C)cc4)o3)cs2)cc1 | 10 | -1.2 | -2 | 7 | -1.0 | -2 | 3 | -10 | -1 | -3
Cc1ccc(CN=c2c([N+](=O)[O-])nn(-c3ccc4c(c3)OCCO4)n2O)cc1 | -9 | -0.9 | -4 | x | -1.2 | 5 | -10 | 32 | 10 | -1
Clc1ccc2nc(CSc3nncn3-c3ccccc3)cn2c1 | -10 | 0.8 | -6 | -4 | -1.6 | -1 | -4 | 12 | 0 | 3
CCOc1ccc(NC(=O)CSc2nnc(-c3cc(C)[nH]n3)n2N)cc1 | -1 | -1.4 | -4 | 3 | -0.6 | -11 | -5 | 13 | 0 | 1
CC1CCN(S(=O)(=O)c2ccc3c(c2)c(=O)c(C(=O)NCc2cccs2)cn3C)CC1 | -3 | 0.5 | 2 | -8 | -1.4 | 1 | -4 | 23 | 2 | 2
COc1ccccc1N1CCN(C(=O)CCCNC(=O)Cn2cnc3sc(C)c(C)c3c2=O)CC1 | -13 | -0.1 | -3 | 4 | -4.2 | 6 | -4 | x | 3 | -2
COCCNS(=O)(=O)c1ccc2c(c1)C(=NO)c1cc(S(=O)(=O)NCCOC)ccc1-2 | -9 | -2.4 | 52* | -6 | -4.8 | -1 | 1 | x | -2 | 2

Single records (already shown):
O=C(CSc1nnc(COc2ccccc2)n1Cc1ccco1)NCc1ccco1 is listed as Cardiac RTF inh: -1; C-LANA FP: -0.5; Rtt109 HAT inh: x; CAL PDZ FP-1: -2; CAL PDZ FP-2: -2.4; PKA-R2B act: -15; cardiac RTF act: 8; SR-BI DiI-HDL act: -6; DAGLB inhibitor: 3; Keap1-Nrf2 PPI: -4
Cc1cnc(C(=O)OCc2nc3ccsc3c(=O)[nH]2)cn1 is listed as Cardiac RTF inh: -6; C-LANA FP: 5.2; Rtt109 HAT inh: 11; CAL PDZ FP-1: -5; CAL PDZ FP-2: -0.2; PKA-R2B act: -12; cardiac RTF act: 2; SR-BI DiI-HDL act: 22; DAGLB inhibitor: -6; Keap1-Nrf2 PPI: -4

Next compounds follow:
SMILES | Cardiac RTF inh | C-LANA FP | Rtt109 HAT inh | CAL PDZ FP-1 | CAL PDZ FP-2 | PKA-R2B act | cardiac RTF act | SR-BI DiI-HDL act | DAGLB inhibitor | Keap1-Nrf2 PPI
COc1ccc(Cl)cc1C(=O)NNC(=O)c1cccc([N+](=O)[O-])c1 | -1 | 1.4 | -11 | -1 | 0.4 | 5 | -2 | x | 1 | -2
N#CC1=C(N)C(C#N)(C#N)C2(C(=O)Nc3ccccc32)C2CCCC=C12 (stereo not given) | 1 | 3.5 | -2 | 0 | -0.2 | 7 | 3 | -43 | -2 | -5
O=C(c1ccccc1)N1CCN(c2nc3ccc([N+](=O)[O-])cc3s2)CC1 | -2 | 0.2 | 6 | x | -0.4 | 5 | 4 | 0 | -1 | -4
C/C(=N\NC(=O)c1ccccc1C)c1ccc(N2CCOCC2)cc1 | 3 | 1.1 | -5 | -1 | -2.7 | -12 | 0 | 18 | 1 | -3
O=C(Nc1ccc2c3c(cccc13)CC2)c1ccco1 | -23 | 1.4 | 2 | -2 | -1.0 | 3 | -13 | -15 | -2 | u
CC(C)=NNc1nc(-c2ccc([N+](=O)[O-])cc2)cs1 | 1 | -0.1 | -20 | -5 | 3.6 | 2 | -2 | -59 | 0 | -3
O=C(N/N=C/c1ccc(N2CCOCC2)cc1)c1ccncc1 | -6 | -1.0 | 9 | x | -0.7 | -3 | 2 | 2 | -1 | -6
CC(=O)NC(CC(=O)N1CCCC1)c1ccccc1 (stereo not given) | -4 | -1.0 | -3 | x | -0.5 | -8 | 0 | -6 | 2 | -5
Cc1ccc(C)c(NC(=O)CCC(=O)NNC(=O)C(c2ccccc2)c2ccccc2)c1 | -6 | -0.2 | -6 | x | -0.9 | -5 | 7 | 2 | -3 | 2
CCC(C)c1ccc(NC(=S)NC2CCN(Cc3ccccc3)CC2)cc1 (stereo not given) | 1 | 0.2 | 2 | -22 | -3.0 | -9 | 7 | 16 | -8 | -14
CC(C)(C)C1CCC(OC(=O)CCC(=O)Nc2ccccc2)CC1 (stereo not given) | -19 | -0.7 | 5 | -2 | 0.0 | -14 | -5 | 18 | -9 | -5
Cc1ccc(S(=O)(=O)NNC(=O)c2ccccc2O)cc1 | 12 | 0.3 | -3 | -3 | 0.4 | -9 | 1 | 35 | 2 | -5
CCN(CCCn1c(=S)[nH]c2ccc(N3CCOCC3)cc2c1=O)c1ccccc1 | -1 | 4.5 | -4 | -1 | x | -11 | 0 | -23 | 2 | -3
COc1ccc(NC(=O)CSc2ccc(C)cc2)cc1 | 7 | -1.2 | -6 | 0 | -0.8 | 3 | -4 | -3 | -5 | -3
NCC(O)CN1CCN(Cc2ccccc2)CC1 (stereo not given) | -5 | 1.6 | 2 | -4 | 0.4 | 6 | -3 | 15 | -2 | 1
